# Hsp70 activator: Hsp70 transcriptional activation, primary screen. 200,000 compounds, 0.04% hits. activation, % at 10 µM. HeLa Hsp70 promoter luciferase reporter, luminescence; scaled: vehicle 0, proteasome-inhibitor control 100%;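 active = activation above the mean across all tested compounds plus 3 SD, cutoff set per campaign, cut at about 5.5% in these data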;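 note: 100% = MG132 at 30 µM as the positive control and 0% = DMSO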
# STAT3 activator: activators of IL-6 induced STAT3 signaling; U3A cells, IL-6 STAT3-luciferase reporter, luminescence; 100% = signal with IL-6 EC80 alone; activation (% of control), % at 5.6 µM; 190,000 compounds, 0.91% hits; AID 871;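 active = activation above the screen-wide mean of compound activation plus 3 SD, cut at about 130% in these data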;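 note: 0% = background luminescence of wells with medium and substrate only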
#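 Test system: STAT3-luciferase reporter U3A cells; Detection: reporter luminescence signal; Times: 1 h compound pre-exposure, 6 h IL-6 stimulation, 37 °C; Benchmarks: IL-6-only high control; Also added: IL-6 stimulus at 33 ng/mL final.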
# APP transl inh: APP translation inhibition; AID 1285; SH-SY5Y APP 5'UTR-luciferase reporter, luminescence; inhibition, % at 2 µM; 190,000 compounds, 0.82% hits;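 active = inhibition above a set limit, derived from the sample mean plus 3 SD, cut at about 45% in these data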; note: values of inactives mirror those of a sister screen read the other way
# STAT1 inh: reduces IFN-gamma driven STAT1 reporter signal. AID 920. inhibition, % at 5.5 µM. NIH 3T3 STAT1-luciferase reporter, luminescence. 200,000 compounds, 0.35% hits;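 active = inhibition above a set limit, the mean inhibition across all tested compounds plus 3 SD, cut at about 34% in these data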;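 note: 0% = IFN-gamma with DMSO and 100% = IFN-gamma with 300 µM nifuroxazide; values of inactives mirror those of a sister screen read the other way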
# STAT3 blocker: reduces IL-6 driven STAT3 reporter signal | U3A cells, IL-6 STAT3-luciferase reporter, luminescence; host cell line lacks STAT1 | inhibition, % at 5.5 µM | 190,000 compounds, 0.89% hits;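 active = inhibition above the mean inhibition across all screened compounds plus 3 SD, cut at about 44% in these data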;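 note: 0% = DMSO only wells and 100% = 100 µM nifuroxazide control wells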
# APP 5'UTR act: activates APP 5'UTR luciferase reporter; 190,000 compounds, 1% hits; activation, % at 2 µM; SH-SY5Y APP 5'UTR luciferase reporter, luminescence; zero percent = DMSO vehicle wells; AID 1276;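 active = activation above a set limit, based on mean plus 3 SD of controls, cut at about 140% in these data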; note: values of inactives mirror those of a sister screen read the other way
# STAT1 act: activators of IFN-gamma induced STAT1 signaling; NIH 3T3 STAT1-luciferase reporter, luminescence; 100% = IFN-gamma alone, no compound; activation (% of control), % at 5.5 µM; 200,000 compounds, 2.6% hits;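 active = activation above the screen-wide mean activation plus 3 SD, cut at about 130% in these data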;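 note: raw ratio to IFN-gamma control signal so 100% means no change and 0% no light; values of inactives mirror those of a sister screen read the other way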
# RAM inhibit: blocks the yeast RAM network; S. cerevisiae dse1pr::URA3 reporter, 5-FOA growth OD615, 2 d; analog-sensitive cbk1-as2 kinase mutant strain; inhibition, % at 50 µM; 190,000 compounds, 1.8% hits; AID 868;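 active = inhibition above a set limit, 3 SD over mean compound inhibition, cut at about 8.4% in these data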;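 note: 0% = DMSO-only wells with no growth and 100% = 10 µM 1-NA-PP1 full growth; inhibition rescues growth on 5-FOA so higher OD means more RAM inhibition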
# FLuc inhib CS: counter-screen for luciferase assay inhibitors: firefly luciferase inhibition; P08659; ATPLite firefly luciferase biochemical luminescence, 10 min; inhibition, % at 10 µM; 200,000 compounds, 1.5% hits; AID 1006;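 active = inhibition above about 50% when tested at 10 µM, limit read from the data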
# Target sequence (P08659 whole entry, looked up): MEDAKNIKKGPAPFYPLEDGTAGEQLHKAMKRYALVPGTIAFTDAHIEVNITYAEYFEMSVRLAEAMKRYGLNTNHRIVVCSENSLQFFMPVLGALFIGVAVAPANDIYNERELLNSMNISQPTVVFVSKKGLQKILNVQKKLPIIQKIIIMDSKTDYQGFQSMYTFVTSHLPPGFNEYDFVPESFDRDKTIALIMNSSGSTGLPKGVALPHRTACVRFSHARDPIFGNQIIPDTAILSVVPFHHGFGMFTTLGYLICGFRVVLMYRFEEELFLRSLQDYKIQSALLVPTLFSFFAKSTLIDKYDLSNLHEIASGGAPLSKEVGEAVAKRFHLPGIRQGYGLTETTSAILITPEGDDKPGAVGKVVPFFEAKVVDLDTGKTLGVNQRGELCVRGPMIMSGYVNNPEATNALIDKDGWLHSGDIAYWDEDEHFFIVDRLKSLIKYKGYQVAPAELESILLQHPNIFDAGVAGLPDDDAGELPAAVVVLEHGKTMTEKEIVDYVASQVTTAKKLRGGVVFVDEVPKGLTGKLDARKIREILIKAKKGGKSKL
# NF-kB expr up: compounds increasing NF-kB expression in human neuronal cells; AID 1239; 190,000 compounds, 1.6% hits; NF-kB reporter expression; stronger effect = higher value; fold change at 12.5 µM; in the data active = fold change above about 3.3
# Starred values were filed as active, the others as inactive; . = no result given.
SMILES,Hsp70 activator,STAT3 activator,APP transl inh,STAT1 inh,STAT3 blocker,APP 5'UTR act,STAT1 act,RAM inhibit,FLuc inhib CS,NF-kB expr up
Cc1cc(=O)cc(C)n1-c1ccc(Cl)cc1,-0.1,104,9,8,5,-9,93,-1.0,-5,0.89
C#CCNC(=O)c1cccn1-c1ncc(C(F)(F)F)cc1Cl,0.8,96,6,2,8,-6,98,0.4,-1,0.96
CCC(=O)NCCc1nc2ccccc2n1Cc1ccccc1,0.1,97,-17,2,5,17,101,1.1,-9,0.91
CC1CCN(S(=O)(=O)N2CCC(C(=O)NCc3cccs3)CC2)CC1,-0.2,103,8,-1,2,-8,100,0.0,-5,1
CCCS(=O)(=O)c1c(S(=O)(=O)CCC)c2cnccn2c1C(=O)c1ccc(F)cc1,0.2,102,-1,-3,4,1,102,-0.9,-2,1.3
COc1ccccc1Nc1ncc(C(=O)N2CCN(Cc3ccc(OC)c(OC)c3OC)CC2)c2ccccc12,-0.4,112,-4,3,-14,4,98,0.8,-6,0.57
CCOc1ccc(CCNC(=O)C2CCN(c3nn4c(=O)cc(C)nc4s3)CC2)cc1OCC,-0.3,102,3,-1,2,-3,100,-0.1,-1,1.4
O=C(NNc1cccc(Cl)n1)Nc1ccc(F)cc1,0.2,102,0,-3,2,0,99,-0.9,2,1.1
CCn1c(=O)c(C(=O)CN2CCN(S(=O)(=O)c3ccc(C)cc3C)CC2)c(N)n(Cc2ccccc2)c1=O,-0.3,82,14,1,27,-14,99,3.6,-8,1.2
CC(=O)c1cccc(NC(=O)C2CCCN2S(=O)(=O)c2cccc3cccnc23)c1 (stereo not drawn),0.0,121,-3,7,-15,3,93,3.8,-4,0.9
O=C1CC(c2ccccc2)Cc2nc3ncnn3cc21 (stereo not drawn),-0.1,100,4,3,3,-4,97,1.9,-6,1
COc1ccc(C(=O)Nc2ccc(S(=O)(=O)NC(C)=O)cc2)cc1[N+](=O)[O-],-0.1,97,-5,2,9,5,98,3.1,-2,0.97
C#CCOc1ccc(/C=N/NC(=O)c2cccnc2)cc1OCC,-0.1,100,19,-3,2,-19,103,1.7,-4,0.84
Nc1cccc(Oc2ccc([N+](=O)[O-])cc2)c1,-0.1,104,-15,-12,2,15,109,4.0,-4,1.1
CC(C)NS(=O)(=O)c1ccc(OCC(=O)Nc2cccc3ccccc23)cc1,0.0,96,-8,4,5,8,97,4.7,0,1.1
CCOC(=O)c1cc(-c2ccccc2)sc1NC(=O)CSc1nnnn1C,-0.5,76,13,0,35,-13,100,8.4*,-5,1.1
Oc1ccc(-c2csc(-c3c[nH]c4ccccc34)n2)c(O)c1,0.1,158*,-107,-49,-60,107,144*,2.8,9,4.2*
CCCc1cc(=O)oc2cc(OCC(=O)Nc3cc(C)on3)ccc12,-0.2,96,11,5,8,-11,96,1.9,-4,1.1
COc1ccc(NC(=O)CSc2ccc(NC(C)=O)cc2)cc1S(=O)(=O)N1CCCCC1,-0.1,98,-12,14,1,12,87,-0.8,-6,1.3
O=C(c1cccc(C(=O)N2CCN(c3ccccc3F)CC2)c1)N1CCN(c2ccccc2F)CC1,-0.4,100,10,3,4,-10,98,0.7,-1,0.94
COc1ccc(-c2cc(-c3ccc(OC)cc3)[nH]n2)cc1,0.2,89,-54,-56,15,53,151*,1.4,4,1.4
O=C(COc1ccc(Cl)cc1)Nc1ccccc1CO,-0.1,92,2,-2,16,22,101,1.6,2,1.6
O=C(N/N=C/c1ccccc1[N+](=O)[O-])c1ccc(COc2ccccc2-c2ccccc2)cc1,-0.4,98,-11,-4,8,11,103,3.6,1,0.58
Cc1cc2c(cc1C)N(C(=O)CSC1=NCCS1)C(C)(C)c1ssc(=S)c1-2,-0.3,101,9,11,8,-9,88,3.6,-1,1.2
N#CC1=C(N)Oc2n[nH]c(-c3ccccc3)c2C1c1cccc(OC(=O)N2CCOCC2)c1 (stereo not drawn),0.7,110,-17,5,-10,17,99,1.7,-9,0.97
# Next section:
SMILES,Hsp70 activator,STAT3 activator,APP transl inh,STAT1 inh,STAT3 blocker,APP 5'UTR act,STAT1 act,RAM inhibit,FLuc inhib CS,NF-kB expr up
CC(C)NC(=O)CN(C)S(=O)(=O)c1ccc(F)cc1,-0.1,104,2,-4,0,-2,104,0.4,-11,1
O=C(O)c1c2c(nc3ccccc13)/C(=C/c1ccc(O)cc1)CC2,-0.4,56,-36,43*,58*,36,59,6.8,96*,0.93
Cc1nc(-c2cccc(C(F)(F)F)c2)sc1C(=O)O,-0.1,108,-15,-20,-2,15,117,0.4,0,1
CC1CC(C)CN(C(=O)COC(=O)CCc2nc3ccccc3c(=O)[nH]2)C1 (stereo not drawn),-0.3,102,12,-13,0,-12,111,2.5,1,1
Cc1c(C)c2cc(Cl)c(O)c(CN3CCN(C)CC3)c2oc1=O,-0.3,98,-8,-4,10,8,104,-1.2,-4,1.1
COc1cc(OC)cc(C(=O)NCCSCc2ccco2)c1,-0.2,95,-2,2,8,2,98,1.5,-6,1
CCc1ccc(OCC(=O)O/N=C(\N)Cc2ccc([N+](=O)[O-])cc2)cc1,0.0,100,1,-7,0,-1,106,7.1,-8,0.8
C=CCc1cc(Cl)ccc1OCCNCCN1CCOCC1,0.3,90,22,8,14,-22,91,1.6,-11,1.2
COc1ccc2c(c1)CCc1c(C(=O)NCc3cccnc3)noc1-2,-0.1,95,-24,-13,10,24,112,1.3,9,1.4
COCc1[nH]nc2c1C1(CCSCC1)C(C#N)=C(N)O2,-0.2,102,-4,-11,1,4,110,1.1,-5,1.2
O=C1CCCc2ccccc2N1Cc1ccc(F)cc1,-0.1,103,2,8,6,-2,93,-0.5,-8,1.1
Cc1cc(C)nc(N(C#N)CCOc2ccccc2)n1,-0.1,84,10,2,21,-11,98,-1.3,-7,0.94
S=c1[nH]nc(C2CCCCC2)n1/N=C/c1ccc(Br)s1,0.2,103,-6,-6,3,6,106,1.8,-7,1.1
CCOc1ccc(N2CC(C(=O)Nc3ccc(N4CCOCC4)cc3)CC2=O)cc1 (stereo not drawn),0.0,101,-5,1,0,5,99,3.7,-6,1.3
C=CCNC(=O)NC(=O)COC(=O)C(C)Oc1ccc(Cl)cc1Cl (stereo not drawn),-0.2,109,15,-12,-10,-15,110,3.0,-4,1.2
O=C(COc1ccccc1Cl)N1CCN(c2ccc([N+](=O)[O-])c(N3CCOCC3)c2)CC1,0.0,105,1,3,4,-1,104,0.3,0,0.61
COc1ccc(CCNC2CCN(C)CC2)cc1OC,-0.3,98,-18,9,11,18,92,1.6,-4,0.97
O=c1[nH]c(SCc2ccccc2F)nc2ccccc12,0.0,97,2,-7,8,-2,105,2.1,-2,1.2
COc1ccccc1C(=O)OCCN1CCOCC1,-0.2,105,-1,-4,-6,1,103,-1.2,-8,0.87
O=C(O)CN1CCCC1=Nc1ccccc1,-0.2,108,15,-2,-3,-15,102,0.8,-2,1.8
COc1ccc(CCNC(=O)Cn2c(=O)n(-c3ccc(F)cc3)c(=O)c3sccc32)cc1OC,0.0,88,-4,50*,17,4,52,4.8,-5,1.2
O=C(COC(=O)COc1cccc(F)c1)NCCC1=CCCCC1,-0.3,100,7,6,4,-7,94,3.6,-8,1.4
CCC1SC2=NC(C)=C(C(=O)OC)C(c3ccc(C(=O)OC)cc3)N2C1=O (stereo not drawn),0.2,96,-7,-4,10,7,104,2.9,-4,1.1
C=CCN=c1sc(C(=O)OC)cc(=O)n1CC=C,0.3,116,-35,4,-13,35,97,1.6,-4,1.1
FC(F)(F)c1cc(-c2ccccc2)nc(NCc2cccs2)n1,-0.1,101,-2,13,-4,2,90,1.3,-6,1.5

# Quoted from the entries so far, 3 compounds:
SMILES,Hsp70 activator,STAT3 activator,APP transl inh,STAT1 inh,STAT3 blocker,APP 5'UTR act,STAT1 act,RAM inhibit,FLuc inhib CS,NF-kB expr up
Cc1cc(=O)cc(C)n1-c1ccc(Cl)cc1,-0.1,104,9,8,5,-9,93,-1.0,-5,0.89
C#CCNC(=O)c1cccn1-c1ncc(C(F)(F)F)cc1Cl,0.8,96,6,2,8,-6,98,0.4,-1,0.96
CCC(=O)NCCc1nc2ccccc2n1Cc1ccccc1,0.1,97,-17,2,5,17,101,1.1,-9,0.91

# Later entries.
SMILES,Hsp70 activator,STAT3 activator,APP transl inh,STAT1 inh,STAT3 blocker,APP 5'UTR act,STAT1 act,RAM inhibit,FLuc inhib CS,NF-kB expr up
COc1ccc(/C(C)=N\NS(=O)(=O)c2ccccc2)cc1OC,-0.3,110,-12,11,-12,12,90,1.7,-3,1.1
COc1ccc(OC)c(S(=O)(=O)Nc2cc(C(=O)O)ccc2N2CC3CC(C2)c2cccc(=O)n2C3)c1 (stereo not drawn),-0.3,99,-16,-6,4,16,105,3.6,-4,1.3
Cc1nc(N2CCC(C)CC2)c2c(C)c(C(=O)O)sc2n1,0.3,123,15,-11,-23,-15,110,-0.2,1,1.4
CCC(=O)N/N=C(\C)CC(=O)Nc1ccc2c(c1)OCCO2,-0.1,101,-18,2,0,18,97,0.6,-8,1.3
CCNc1nc(N)nc(-c2cc(Cl)ccc2O)n1,-0.3,77,-215,-104,29,215*,196*,4.2,63*,6.8*
O=C(NC(=S)Nc1ccc(N2CCOCC2)cc1)c1cccc(Cl)c1,-0.2,98,-4,-14,1,5,112,1.5,1,1.6
Cc1ccccc1OC(C)C(=O)NC1CCCC1 (stereo not drawn),-0.3,103,19,-1,0,.,104,-0.2,-7,1.1
CCOC(=O)C1=C(O)/C(=C\c2ccc(CNC(=O)C(=O)Nc3ccccc3)o2)N=C1C,-0.1,96,20,0,7,-20,100,1.7,3,1
CCn1c(SCC(=O)NNC(=S)Nc2ccccc2)nnc1-c1ccc(Cl)cc1,-0.4,97,11,3,6,-11,97,3.5,-9,1.1
Cc1c(N=C/C=C2/N(C)c3ccccc3C2(C)C)c(=O)n(-c2ccccc2)n1C,-0.1,100,4,3,3,-4,98,0.6,-8,0.98
CCN(CC)CCCN(C(C)=O)c1nc(-c2cc(OC)ccc2OC)cs1,0.1,99,18,-3,6,-18,103,0.7,-3,1.3
COc1cccc(CN2CCN(Cc3ccc(O)cc3)CC2CCO)c1 (stereo not drawn),-0.2,101,9,0,1,-9,101,0.0,-1,1.3
CN(C)/N=C/C=C1\CCC/C(=C\c2ccc(F)c(F)c2)C1=O,5.3,90,-27,-2,16,27,100,4.8,4,.
OCCN=Cc1c(O)[nH]c2ccccc12,-0.2,126,2,5,-25,-2,96,0.6,-6,1.1
Cc1ccc(Nc2ccc3nonc3c2[N+](=O)[O-])cc1,-0.2,93,-11,6,13,11,96,1.0,-2,1.1
COc1ccc(-c2ccc(=O)n(CC(=O)Nc3cccc(O)c3)n2)cc1OC,0.0,123,-39,5,-23,39,95,5.1,.,1
O=C(Cc1ccccc1)NNC(=O)Cc1ccccc1,-0.2,103,-12,-1,0,12,99,0.0,-5,1.3
O=C(Oc1c(Br)cc(Br)c2cccnc12)N1CCCCC1,0.0,89,-12,-5,15,12,103,-0.6,1,0.82
CNc1nc(Sc2cccc(C(F)(F)F)c2)cc(C(F)(F)F)n1,-0.4,103,-17,-6,2,17,106,2.5,-6,1.2
Cc1nnc(NC(=O)CSCc2ccccc2)s1,-0.2,100,-1,-4,8,1,103,3.2,-3,1.1
O=C(CCCCCN1C(=O)c2ccccc2C1=O)Oc1ccc2c3c(c(=O)oc2c1)CCC3,-0.3,106,6,0,-3,-6,100,11*,-3,0.93
